Screens: PubChem BioAssay, The Scripps Research Institute Molecular Screening Center
LYPLA1 inh – LYPLA1 inhibitors, primary screen, counter-screen for PME1 inhibitor project, biochemical, fluorescence polarization, FP-Rh probe ABPP; recombinant LYPLA1; actives 0.16% (n = 320,000); inhibition, % at 5.9 µM; AID 2174, 2009; Acyl-protein thioesterase 1 (Homo sapiens), O75608;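 active = inhibition above the mean of all tested compounds plus 3 SD, set per campaign, cut at about 14% in these data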;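 also: inhibitors block serine hydrolase probe labeling of LYPLA1 so polarization falls; 0% = enzyme with DMSO and 100% = wells lacking LYPLA1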
PAFAH1B2 inh – PAFAH1B2 enzyme inhibitors, primary screen, biochemical, fluorescence polarization, human; Platelet-activating factor acetylhydrolase IB subunit alpha2 (Homo sapiens), P68402; recombinant PAFAH1B2, FP-rhodamine activity probe; inhibition, % at 3.39 µM; actives 1.2% (n = 340,000); AID 492953, 2010;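 active = inhibition above the mean of all tested compounds plus 3 SD, cut at about 24% in these data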;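 also: 0% = enzyme with DMSO and 100% = wells lacking PAFAH1B2; many of its hits are not listed in these tables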
pPAFAH inh – pPAFAH enzyme inhibitors, primary screen, biochemical, fluorescence polarization, human; Platelet-activating factor acetylhydrolase (Homo sapiens), Q13093; recombinant pPAFAH, FP-rhodamine probe fluorescence polarization; inhibition, % at 3.39 µM; actives 1.5% (n = 330,000); AID 463082, 2010;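 active = inhibition above the mean inhibition across the screen plus 3 SD, cut at about 25% in these data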;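 also: inhibitors block binding of the rhodamine activity-based probe so polarization drops; 0% = enzyme with DMSO and 100% = wells lacking pPAFAH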
PAFAH2 FP inh – PAFAH2 enzyme inhibitors, primary screen, biochemical, fluorescence polarization, human; Platelet-activating factor acetylhydrolase 2, cytoplasmic (Homo sapiens), Q99487; recombinant PAFAH2, FP-rhodamine activity probe; inhibition, % at 3.39 µM; actives 0.99% (n = 340,000);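 active = inhibition above the mean over all tested compounds plus 3 SD, cut at about 30% in these data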;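 also: inhibitors block probe labeling of enzyme so polarization drops; 0% = enzyme with DMSO and 100% = wells lacking PAFAH2 protein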
PME-1 primary – PME-1 inhibitors via competitive probe labeling, primary screen, biochemical, fluorescence polarization, FP-Rh probe, HTS; recombinant PME-1; inhibition, % at 5.9 µM; actives 0.53% (n = 320,000);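 active = inhibition above the campaign mean of all compounds plus 3 SD, cut at about 26% in these data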;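 also: competitive labeling of PME-1 active site by serine hydrolase directed probe; 0% = PME-1 with DMSO and 100% = wells lacking PME-1 enzyme; inhibitors block probe labeling so polarization falls and inhibition rises; many of its hits are not listed in these tables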
Target sequence (Q9Y570 whole entry, looked up): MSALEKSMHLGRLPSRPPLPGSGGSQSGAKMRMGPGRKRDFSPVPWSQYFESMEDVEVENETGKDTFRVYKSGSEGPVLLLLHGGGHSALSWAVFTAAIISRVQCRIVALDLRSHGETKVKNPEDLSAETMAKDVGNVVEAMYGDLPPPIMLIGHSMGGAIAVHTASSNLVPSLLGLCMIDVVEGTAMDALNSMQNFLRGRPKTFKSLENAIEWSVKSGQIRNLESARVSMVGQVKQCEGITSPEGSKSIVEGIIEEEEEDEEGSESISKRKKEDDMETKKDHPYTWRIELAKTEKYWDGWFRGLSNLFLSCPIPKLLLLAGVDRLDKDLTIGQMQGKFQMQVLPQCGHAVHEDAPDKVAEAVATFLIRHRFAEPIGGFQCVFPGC
PAFAH1B3 inh – PAFAH1B3 enzyme inhibitors, primary screen, biochemical, fluorescence polarization, human. actives 0.28% (n = 340,000). inhibition, % at 3.39 µM. recombinant PAFAH1B3, FP-rhodamine probe. Platelet-activating factor acetylhydrolase IB subunit alpha1 (Homo sapiens), Q15102;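 active = inhibition above the screen-wide average of all tested compounds plus 3 SD, cut at about 25% in these data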;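 also: 0% = enzyme with DMSO only and 100% = wells lacking PAFAH1B3 protein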
PAD4 FP inh – human PAD4 inhibitors, primary screen, biochemical, fluorescence polarization, 1536-well format | Protein-arginine deiminase type-4 (Homo sapiens), Q9UM07 | recombinant PAD4, RCA probe fluorescence polarization | inhibition, % at 6.36 µM | actives 0.41% (n = 330,000) | AID 485272, 2010;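 active = percent inhibition above a cutoff equal to the mean of all tested compounds plus 3 SD, cut at about 15% in these data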;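 also: 0% = PAD4 with RCA probe and DMSO and 100% = probe without PAD4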
Target sequence (Q9UM07 whole entry, looked up): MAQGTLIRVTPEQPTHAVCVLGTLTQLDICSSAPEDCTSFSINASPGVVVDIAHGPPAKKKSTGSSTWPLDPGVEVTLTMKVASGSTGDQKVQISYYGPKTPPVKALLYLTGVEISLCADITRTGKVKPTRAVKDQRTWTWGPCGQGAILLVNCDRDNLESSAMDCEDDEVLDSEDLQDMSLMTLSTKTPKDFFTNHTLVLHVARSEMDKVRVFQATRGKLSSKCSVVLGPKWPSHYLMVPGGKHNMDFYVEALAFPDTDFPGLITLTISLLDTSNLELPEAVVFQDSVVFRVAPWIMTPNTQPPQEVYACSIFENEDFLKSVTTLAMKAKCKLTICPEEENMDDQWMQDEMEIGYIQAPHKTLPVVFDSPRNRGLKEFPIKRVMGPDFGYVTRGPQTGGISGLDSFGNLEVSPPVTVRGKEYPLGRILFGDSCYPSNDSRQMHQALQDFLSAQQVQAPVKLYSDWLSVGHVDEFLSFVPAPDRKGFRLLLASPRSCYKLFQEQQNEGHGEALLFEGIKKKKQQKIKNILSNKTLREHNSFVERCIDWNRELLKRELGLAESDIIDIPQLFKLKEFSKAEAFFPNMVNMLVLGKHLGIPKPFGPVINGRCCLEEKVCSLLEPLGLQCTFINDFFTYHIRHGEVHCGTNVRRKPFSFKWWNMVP
GSTO1 counter – inhibitors of recombinant GSTO1, primary screen, counter-screen for RBBP9 inhibitor project, biochemical, fluorescence polarization; Glutathione S-transferase omega-1 (Homo sapiens), P78417; activity-based probe fluorescence polarization; inhibition, % at 5.96 µM; actives 1.1% (n = 300,000);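 active = inhibition above the campaign mean inhibition plus 3 SD, cut at about 35% in these data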;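 also: 0% = GSTO1-1 with DMSO and 100% = wells lacking GSTO1-1 enzyme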
Fam108B counter – mouse Fam108B serine hydrolase inhibitors, primary screen, counter-screen for RBBP9 inhibitor project, biochemical, fluorescence polarization. inhibition, % at 9.51 µM. actives 0.33% (n = 300,000). AID 1947, 2009. recombinant Fam108B, FP-Rh probe fluorescence polarization;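 active = inhibition above the screen mean inhibition plus 3 SD, computed separately per campaign, cut at about 18% in these data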;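 also: inhibitors lower polarization as less probe binds the enzyme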
Active calls of the source: *; . = not tested or not shown. These rows are one share of the data. The share of hits here may be higher or lower than overall.

SMILES	LYPLA1 inh	PAFAH1B2 inh	pPAFAH inh	PAFAH2 FP inh	PME-1 primary	PAFAH1B3 inh	PAD4 FP inh	GSTO1 counter	Fam108B counter
COc1ccc(C(C)=O)cc1CSc1nc2ccccc2c(=O)n1-c1cccc(C)c1	-2	3	-1	-8	-12	3	-5	-5	-12
COC(=O)c1cc(S(=O)(=O)NCc2ccc3c(c2)OCO3)cn1C	-2	10	4	2	-1	8	-2	3	2
COc1ccc(S(=O)(=O)n2nc(OC(=O)c3c(-c4ccccc4Cl)noc3C)cc2N)cc1	-2	4	-9	-2	-2	4	8	6	-6
Cc1cc(C)c(NC(=O)C2CC(=O)N(C3CCCC3)C2)c(C)c1 (centres undefined)	.	2	-2	2	.	-2	-5	.	.
CN(C)c1ccnc2sc3c(=O)n(-c4ccccc4)cnc3c12	0	7	2	10	3	6	1	6	1
COc1cccc(S(=O)(=O)NCc2ccc(C(=O)N3CCN(Cc4ccccc4)CC3)cc2)c1	2	2	-3	10	3	-6	-2	-1	4
COc1ccc(CNC(=O)c2c(C)cc(=O)oc2C)cc1	2	2	1	3	0	-1	-5	4	-2
c1ccc(-c2nc3c(ccc4ccccc43)[nH]2)nc1	-3	-1	8	0	7	2	-1	-13	-2
Cc1sc2nc(COC(=O)c3cccc(OC(F)F)c3)[nH]c(=O)c2c1C	0	0	4	7	0	5	3	-7	5
COc1cccc(CNC(=O)CSc2cc(=O)n(C)c3ccccc23)c1	1	3	1	1	3	1	5	-1	-2
CCN(CC(=O)NCc1cccs1)C(=O)c1ccc(S(=O)(=O)Nc2ccccc2Cl)cc1	2	0	11	-1	7	3	-1	.	.
O=S(=O)(NCc1ccc2c(c1)OCO2)c1cnc[nH]1	-2	5	7	-6	-7	3	3	4	-1
NC(=S)N/N=C1\CCOc2ccc(Cl)cc21	-1	4	7	-2	-6	5	-4	3	-1
CCOc1ccc(OCCNC(=O)c2oc3ccccc3c2COC)cc1	-3	2	1	1	-3	1	-3	.	.
CC1CCCC(C)N1C(=O)COC(=O)/C=C/c1ccc(Br)o1 (centres undefined)	.	8	14	13	.	4	-1	.	.
C=CCSc1nc2sc3c(c2c(=O)[nH]1)CC(C)(CC)OC3 (centres undefined)	-3	11	-2	-8	3	9	2	-25	-5
Cc1ccccc1NC(=S)N(Cc1cccs1)C1CCCCC1	3	0	-1	-1	3	14	1	6	5
C=C1C(=O)O[C@@H]2[C@H]3O[C@]3(C)CC/C=C(\C)CC[C@@H]12	-2	-2	0	-2	-4	-1	3	4	-3
O=C1c2ccccc2C(=O)N1c1cccc2cccnc12	1	1	0	9	7	2	-5	-1	-2
CN(Cc1ccccc1F)c1ccc(S(=O)(=O)N2CCCC2)cn1	-1	4	5	-6	3	-5	-1	-2	1
COc1ccc(/C(N)=N/OC(=O)C2CCCCC2)cc1OC	0	0	2	-2	0	5	1	1	3
Cc1ccc(N2C(=O)c3ccc(C(=O)N4CCN(c5ccc(C)c(C)c5)CC4)cc3C2=O)cc1	3	3	6	0	4	1	-2	6	-1
CCOCCN(C(=O)c1ccccc1Cl)c1cccc(C)c1C	0	.	1	.	-6	.	-1	11	1
Cc1ccccc1N1CC(C(=O)NC2CCCC2)CC1=O (centres undefined)	-4	3	3	2	-5	-3	2	7	-2
COC(=O)C1=C(SC)N(c2ccccc2)C(c2ccccc2)CC1=O (centres undefined)	-2	1	2	6	-3	-1	2	-4	0
(more compounds)
SMILES	LYPLA1 inh	PAFAH1B2 inh	pPAFAH inh	PAFAH2 FP inh	PME-1 primary	PAFAH1B3 inh	PAD4 FP inh	GSTO1 counter	Fam108B counter
CC(C)[C@H]1C(=O)Nc2ccccc2N1C(=O)N[C@@H](Cc1ccccc1)C(=O)N[C@@H](Cc1ccccc1)C(=O)O	2	4	4	3	2	12	0	1	2
COCc1ccc(CN2CCC(C(=O)Nc3cccc(-c4cscn4)c3)CC2)o1	0	0	2	-9	2	14	1	0	-5
CC(C)CCn1cnc2c1c(=O)n(C)c(=O)n2C	2	1	6	0	-6	3	-6	-6	-8
CC(C)c1ccc(NC2(C#N)C(=O)Nc3ccccc32)cc1 (centres undefined)	4	2	4	3	0	0	1	12	1
Cc1ccc2[nH]c(=O)c(CN(CCO)C(=O)NCc3ccccc3)cc2c1	2	5	3	6	3	-1	-2	0	2
CC(=O)Nc1ccc(S(=O)(=O)NCCC(=O)NCCOc2ccccc2)cc1	1	7	5	0	4	10	3	.	.
Cc1ccccc1-n1c(C)cc(/C=N/NC(=O)c2ccncc2)c1C	2	6	9	-5	3	4	-1	8	-1
O=C1OC(c2ccc(Cl)cc2)=C/C1=C/c1cccnc1	-6	1	3	4	-10	5	-6	1	3
NS(=O)(=O)c1cccc(NC(=O)CSc2ncc(C(F)(F)F)cc2Cl)c1	-3	3	5	7	-2	0	-6	1	-1
CCCN(CC(=O)Nc1ccccc1OC)C(=O)c1nc2nc(C)ccn2n1	.	-2	-8	-3	.	6	3	.	.
CCCCCCSc1ncc(C#N)c(N)n1	-2	-1	6	-4	-1	-5	-1	-4	-2
COC(=O)C(Cc1ccccc1)NC(=O)C12CC3CC(CC(C3)C1)C2 (centres undefined)	-4	0	1	-4	-2	12	1	-6	0
OCCN(C=NC1=NN(c2cccc(C(F)(F)F)c2)CC1)CCO	1	-2	3	-7	0	0	0	3	1
CC(OC(=O)c1ccc(=O)n(Cc2ccccc2)n1)C(=O)Nc1cccc(Cl)c1 (centres undefined)	2	-2	5	1	6	-3	-6	5	0
O=C(CSc1nc(=O)n2ccccc2n1)NCc1ccc(F)cc1	2	2	6	1	1	6	-2	7	3
CC(C)(C)OC(=O)[C@H](Cc1ccccc1)NC(=O)c1nc[nH]c1C(=O)NCc1ccccc1	-10	5	1	-5	-10	-5	1	6	-11
CCOC(=O)[C@H]1[C@H]2COc3ccccc3[C@@H]2N2C(=O)c3cc(Cl)ccc3NC(=O)[C@@]12C	-1	-9	-1	-12	1	5	-2	0	-8
COc1ccc(C2=NO[C@@H]3C(=O)N(c4ccc5c(c4)OCCO5)C(=O)[C@H]23)cc1OC	-2	7	6	-2	-6	4	-2	14	-1
COc1ccc(CC(=O)Nc2ccccc2N2CCOCC2)cc1OC	5	1	-1	-12	5	-2	1	3	6
COc1cc2c(cc1OC)-c1nnc(C)n1C(C)(C)C2	1	4	2	-4	-4	10	-2	-3	0
COC(=O)c1ccc(CSc2nc3scc(-c4cccs4)c3c(=O)[nH]2)o1	-1	11	29*	16	1	6	-11	-36	2
CCOC(=O)C[C@H]1c2ccc(C(F)(F)F)cc2S(=O)(=O)N1C1CCCC1	1	3	1	1	0	1	1	-2	-1
CCCc1c(C(=O)NNc2cc(C(F)(F)F)ccc2Cl)cnn1-c1ccccc1	1	9	4	-1	-6	4	-1	-2	-4
COC(=O)C[C@H]1c2cc(F)ccc2S(=O)(=O)N1c1ccc(N(C)C)cc1	3	5	-3	1	-3	0	-6	4	-1
Oc1ccc(Cc2ncc(C(F)(F)F)cc2Cl)cc1	1	3	4	4	-4	5	4	4	-2
(more compounds)
SMILES	LYPLA1 inh	PAFAH1B2 inh	pPAFAH inh	PAFAH2 FP inh	PME-1 primary	PAFAH1B3 inh	PAD4 FP inh	GSTO1 counter	Fam108B counter
Cc1ccc(C)c(NC(=O)CCC(=O)NNC(=O)COc2cc(C)ccc2C)c1	4	-1	4	4	0	7	0	1	-10
O=S(=O)(NCc1ccncc1)c1ccc(Br)s1	-2	4	-8	5	4	-4	-13	6	-1
COc1ccccc1C(=O)Nc1c(C)cc(Br)cc1C	0	-2	1	-7	-4	5	12	3	-1
CCc1c(C)nc2ccc(Br)cc2c1SCCC#N	-1	2	2	1	2	4	7	-5	1
C=CC[C@@H](CC(=O)N[C@@H](CO)Cc1ccccc1)C(=O)N[C@@H](C)COC(=O)[C@@H](CC=C)Cc1ccc(F)cc1	.	13	-3	1	.	-3	3	.	.
COc1ccc(OC)c(/C=N/Nc2cc(C)nc(N3CCOCC3)n2)c1	2	.	10	.	-1	.	4	-2	-2
COc1cccc(-c2c(-c3cc(OC)cc(OC)c3)n(C)c3ccc(Br)cc23)c1	-3	1	2	8	1	9	-1	.	.
COC(=O)c1ccccc1NC(=O)C12CC3CC(C1)CC(n1cnc(Cl)n1)(C3)C2	1	-3	4	-5	3	7	-4	0	3
N/C(=N\c1nc2ccccc2o1)NC(=O)c1ccccc1Br	-5	0	6	-4	-2	2	-1	-3	1
Cc1ccc(S(=O)(=O)c2cc(O)ccc2O)cc1C	1	3	0	2	0	6	-1	10	-3
CCOc1ncccc1C(=O)OCC(=O)Nc1cc(C(C)(C)C)ccc1OC	.	6	28*	6	.	3	-1	.	.
COc1ccc(N2CCN(C(=O)Cc3ncc(C(F)(F)F)cc3Cl)CC2)cc1	2	-2	4	3	-1	-5	-3	-2	0
CCCCOc1ccccc1C(=O)N(Cc1ccco1)C1CCS(=O)(=O)C1 (centres undefined)	1	6	4	-3	0	4	-4	6	-2
CCN(CC)C(=O)C1CCCN(C/C=C/c2ccccc2[N+](=O)[O-])C1 (centres undefined)	-1	4	4	-2	-1	4	-4	7	-2
Cc1ccc(NC(=O)CCC(=O)NNC(=O)COc2ccccc2)cc1C	-1	4	-5	6	0	12	0	8	-1
Cc1cc(C)nc(SCC(=O)Nc2ccc(S(=O)(=O)NCCO)cc2)n1	-2	4	5	5	-6	0	0	1	2
O=C(NS(=O)(=O)NC1CCCCC1)C1=C(N2CCCC2)COC1=O	.	4	0	1	.	-9	0	.	.
CCOC(=O)NC1(NC(C)C)Oc2ccccc2O1	2	2	9	-3	0	3	-2	37*	2
c1ccc(Nc2ncnc3c2oc2ccccc23)cc1	2	3	-1	-1	-6	0	-1	-4	2
Cc1nnc(SCC(=O)N2CC(=O)Nc3ccccc32)s1	3	3	2	7	0	-1	3	-3	-2
COc1ccc(OC)c(C(=O)c2c(C)oc3cc(Br)c(O)c(CN(C)C)c23)c1	2	.	12	.	-2	.	2	-4	2
CC(C)CC(=O)Nc1cccc(-c2nc3ccccc3o2)c1	3	1	2	-6	-4	2	1	-5	-3
COc1ccccc1-n1cnnc1SCC(=O)NC1CCS(=O)(=O)C1 (centres undefined)	2	-1	2	1	-3	1	3	9	0
O=C(N/N=C\c1ccncc1)c1ccc(Cl)s1	2	0	4	-5	6	5	4	-4	-6
CC(=O)NC(=S)Nc1ccc(NC(=O)c2cccnc2Cl)cc1	2	-3	4	4	-2	-2	1	-9	4
Cc1nc(CNS(=O)(=O)c2ccc3c(c2)OCCO3)cs1	1	0	0	2	2	6	2	12	-2
CC/C(=N/NS(=O)(=O)c1ccc(Cl)cc1)c1ccc(O)cc1	-2	13	1	1	2	-3	-3	5	0
